GalR3 antagonist: human GalR3 antagonism; O60755; HEK293 GalR3-CNG cAMP membrane potential fluorescence; galR3 body fused to GalR1 C-terminus; inhibition, % at 3 µM; 360,000 compounds, 0.44% hits; AID 651719;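 active = inhibition above the screen-wide average plus 3 SD, cut at about 13% in these data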;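 note: forskolin and galanin both at EC90 stimulate the cells; cAMP rise reported by CNG channel membrane potential dye signal; 0% = forskolin plus galanin with DMSO and 100% = forskolin alone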
Target sequence (O60755 1-299 limits assumed): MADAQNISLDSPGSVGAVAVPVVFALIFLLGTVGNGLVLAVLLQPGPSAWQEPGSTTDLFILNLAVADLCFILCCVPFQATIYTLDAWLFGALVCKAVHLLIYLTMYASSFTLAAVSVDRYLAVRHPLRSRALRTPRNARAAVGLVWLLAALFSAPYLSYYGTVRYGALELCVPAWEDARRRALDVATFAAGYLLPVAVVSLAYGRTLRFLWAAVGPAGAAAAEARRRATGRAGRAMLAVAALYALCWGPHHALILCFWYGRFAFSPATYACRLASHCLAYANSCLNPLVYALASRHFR
GPR7 antagonist: antagonists of human GPR7 (neuropeptides B/W receptor 1); GPR7-expressing cells, fluorescence antagonist assay; P48145; 290,000 compounds, 1.1% hits; inhibition, % at 4.4 µM; AID 1861; in the data active = inhibition above about 16%, passing the limit was not always enough;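 note: cells stimulated with the agonist NPW; 0% = agonist with vehicle and 100% = vehicle without agonist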
Target sequence (P48145 whole entry, looked up): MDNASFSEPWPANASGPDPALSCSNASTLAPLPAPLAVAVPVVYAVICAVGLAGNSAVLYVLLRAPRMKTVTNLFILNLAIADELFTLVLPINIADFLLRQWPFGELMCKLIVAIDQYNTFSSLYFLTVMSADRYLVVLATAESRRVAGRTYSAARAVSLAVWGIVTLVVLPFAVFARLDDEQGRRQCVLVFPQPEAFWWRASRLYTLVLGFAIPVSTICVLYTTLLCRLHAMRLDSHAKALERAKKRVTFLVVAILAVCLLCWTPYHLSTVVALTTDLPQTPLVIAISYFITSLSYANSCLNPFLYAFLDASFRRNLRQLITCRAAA
OXTR ag: human OXTR agonism. P30559. CHO-OTR cells, Fluo-8 calcium fluorescence; normalized: DMSO 0%, oxytocin 100%. activation, % at 3 µM. 320,000 compounds, 0.32% hits. AID 2435;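 active = activation above the mean of all tested compounds plus 3 SD, cutoff set per screening run, cut at about 20% in these data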;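 note: peak over basal fluorescence ratio from a 100 s FLIPR kinetic read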
Target sequence (P30559 whole entry, looked up): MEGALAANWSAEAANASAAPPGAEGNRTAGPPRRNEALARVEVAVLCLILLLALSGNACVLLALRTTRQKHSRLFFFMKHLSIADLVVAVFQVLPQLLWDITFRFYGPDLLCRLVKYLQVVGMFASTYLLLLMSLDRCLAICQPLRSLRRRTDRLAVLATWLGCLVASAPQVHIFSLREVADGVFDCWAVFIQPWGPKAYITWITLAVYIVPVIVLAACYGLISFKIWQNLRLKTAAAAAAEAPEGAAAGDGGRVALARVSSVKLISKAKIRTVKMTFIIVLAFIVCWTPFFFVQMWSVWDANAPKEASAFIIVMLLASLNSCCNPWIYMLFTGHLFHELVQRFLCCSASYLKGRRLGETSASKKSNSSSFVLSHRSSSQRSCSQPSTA
V1aR counter: counter-screen for oxytocin receptor agonists: human V1a receptor agonists. P37288. CHO-V1R cells, Fluo-8 calcium fluorescence, agonist mode; 0% DMSO, 100% 3 nM vasopressin. activation, % at 3 µM. 320,000 compounds, 0.25% hits. AID 2797;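 active = activation above the mean activation of all tested compounds plus 3 SD, per screening run, cut at about 20% in these data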;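 note: signal is peak over basal fluorescence ratio across a 100 second FLIPR read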
Active calls of the source: *; x = no result given.

Every second line gives: V1aR counter | GalR3 antagonist | GPR7 antagonist | OXTR ag
CC(=O)OCC12CC(OC(=O)CC(C)C)C(C)=CC1OC1C(O)C(OC(C)=O)C2(C)C12CO2 (configuration not stated)
 : x | -5 | x | x
Cc1cc(N2CCNC[C@H]2C)ccc1N1CC[C@@H](O)C1
 : x | -5 | x | x
CC1CCOC(=O)C=CC=CC(=O)OC2CC3OC4C5OC5(C)C(O)CC4(COC(=O)C1O)C2(C)C31CO1 (configuration not stated)
 : x | -6 | x | x
COc1cc2c(cc1OC)C1C(=O)c3ccc4c(c3OC1CO2)CC(C(C)C)O4 (configuration not stated)
 : x | 96* | x | x
COC(=O)C1=C(c2ccc(OCc3ccccc3)c(F)c2)C[C@@H]2CC[C@H]1N2C
 : x | -7 | x | x
CC12CC(=O)C3C(CCC4CC=CCC43C)C1CCC2=O (configuration not stated)
 : x | -4 | x | x
O=C(NCCN1CCC2(CC1)C(=O)NCN2c1ccccc1)c1ccc(OC(F)(F)F)cc1
 : x | -3 | x | x
COc1ccc(-n2nnnc2C(c2ccccc2OC(F)(F)F)N2CCC3(CC2)C(=O)NCN3c2ccccc2)cc1 (configuration not stated)
 : x | -6 | x | x
CCOC(=O)[C@]12Cc3cc(OC)ccc3[C@H]1N(Cc1ccccc1)C(=O)c1ccccc12
 : x | -7 | x | x
COc1ccc(-n2nnnc2C(c2cccs2)N2CCC3(CC2)C(=O)NCN3c2ccccc2)cc1 (configuration not stated)
 : x | 2 | x | x
C[C@@H]1CNCCN1c1ccc(N2CC[C@@H](O)C2)c(C#N)c1
 : x | -10 | x | x
CC(=O)NC1=C(N2CC2C)C(=O)C(NC(C)=O)=C(N2CC2C)C1=O (configuration not stated)
 : x | -1 | x | x
CCC1(c2ccc(C)cc2)C(=O)NC(=S)NC1=O
 : x | -7 | x | x
N#CC1c2ccccc2-n2nncc2CN1S(=O)(=O)c1cc(Cl)cc(Cl)c1 (configuration not stated)
 : x | -7 | x | x
N#Cc1ncc(N=Cc2ccc(N(CCCl)CCCl)cc2)s1
 : x | -7 | x | x
CC12CCC3C(CCCC4CC(=O)CCC43C)C1CCC2O (configuration not stated)
 : x | -3 | x | x
O=c1[nH]c2ccccc2n1C1CCN(C(c2cccs2)c2nnnn2Cc2ccccc2)CC1 (configuration not stated)
 : x | -6 | x | x
O=C1NC(=O)C(Nc2ccc(Cl)c(Cl)c2)C(=O)N1
 : x | -6 | x | x
Clc1cccc(Cl)c1NC1=NCCS1
 : x | -3 | x | x
CCOP(=S)(OCC)Oc1ccc2c(C)c(Cl)c(=O)oc2c1
 : x | -2 | x | x
C(#CCN1CCCC1)CN1CCCC1
 : x | 1 | x | x
CCOC(=O)[C@]12Cc3ccccc3[C@H]1N(C(C)C)C(=O)c1cc(OC)ccc12
 : x | -5 | x | x
CS(=O)(=O)c1ccc(C2=C(CNC(=O)c3nccs3)[C@H]3CC[C@@H](C2)N3CCOc2ccccc2)cc1
 : x | -4 | x | x
COc1ccc(-c2ccc3c(c2)CN(C(=O)C(C)(C)C)Cc2cnnn2-3)cc1
 : x | -6 | x | x
CC(=O)Nc1ccc(S(=O)(=O)N2Cc3ccccc3-n3nncc3C2)cc1
 : x | -7 | x | x
C[C@@H]1CN([C@@H](C)CO)C(=O)CCCn2nncc2CO[C@H]1CN(C)C(=O)Oc1ccc2ccccc2c1
 : x | -5 | x | x
NC(=O)c1c(Br)n(C2OC(CO)C(O)C2O)c2ncnc(N)c12 (configuration not stated)
 : x | -3 | x | x
CC(O)C1C=CC=CC(=O)OC2CC3OC4C5OC5(C)C(O)CC4(COC(=O)C(O)C(C)CCO1)C2(C)C31CO1 (configuration not stated)
 : x | 1 | x | x
CC12CCC(O)CC1CCC1C2CCC2(C)C(C(=O)CC(O)C(F)(F)F)CCC12 (configuration not stated)
 : x | -2 | x | x
COc1ccc(C(c2nnnn2C2CCCCC2)N2CCC3(CC2)C(=O)NCN3c2ccccc2)cc1 (configuration not stated)
 : x | -11 | x | x
COC(=O)C[C@H]1CC[C@H]2NC[C@@H](O)COC[C@@H]2O1
 : x | -4 | x | x
C=CCCC1(C2=CCCCC2)C(=O)NC(=O)NC1=O
 : x | -2 | x | x
C[C@@H]1CN([C@H](C)CO)C(=O)CCCn2nncc2CO[C@H]1CN(C)C(=O)Oc1ccccc1
 : x | -3 | x | x
CCC1CN1P(=O)(N1CCCC1)N1CC1CC (configuration not stated)
 : x | -7 | x | x
Cc1noc(C)c1COc1ccc(C(=O)NCC2(N(C)C)CCCCC2)cc1
 : x | -6 | x | x
Cc1ccc(C(=O)N2CC2C)cc1 (configuration not stated)
 : x | -4 | x | x
COc1ccc(N2C(=O)C(=O)N(c3ccc(OC)cc3)P2(=O)N(CCCl)CCCl)cc1
 : x | -4 | x | x
Oc1ccc(O)c2c1C1(Cl)C(Cl)=C(Cl)C2(Cl)C1(Cl)Cl
 : x | -7 | x | x
CCCOC(=O)C1C2CCC(O2)C1C(=O)O (configuration not stated)
 : x | -4 | x | x
CC1CC2CC(=O)CCC2(C)C2CCC3(C)C(O)CCC3C12 (configuration not stated)
 : x | -4 | x | x

Given with tabs: part of the list above
SMILES	V1aR counter	GalR3 antagonist	GPR7 antagonist	OXTR ag
CCOC(=O)[C@]12Cc3ccccc3[C@H]1N(C(C)C)C(=O)c1cc(OC)ccc12	x	-5	x	x
CS(=O)(=O)c1ccc(C2=C(CNC(=O)c3nccs3)[C@H]3CC[C@@H](C2)N3CCOc2ccccc2)cc1	x	-4	x	x
COc1ccc(-c2ccc3c(c2)CN(C(=O)C(C)(C)C)Cc2cnnn2-3)cc1	x	-6	x	x
CC(=O)Nc1ccc(S(=O)(=O)N2Cc3ccccc3-n3nncc3C2)cc1	x	-7	x	x
C[C@@H]1CN([C@@H](C)CO)C(=O)CCCn2nncc2CO[C@H]1CN(C)C(=O)Oc1ccc2ccccc2c1	x	-5	x	x
NC(=O)c1c(Br)n(C2OC(CO)C(O)C2O)c2ncnc(N)c12 (configuration not stated)	x	-3	x	x
CC(O)C1C=CC=CC(=O)OC2CC3OC4C5OC5(C)C(O)CC4(COC(=O)C(O)C(C)CCO1)C2(C)C31CO1 (configuration not stated)	x	1	x	x
CC12CCC(O)CC1CCC1C2CCC2(C)C(C(=O)CC(O)C(F)(F)F)CCC12 (configuration not stated)	x	-2	x	x
COc1ccc(C(c2nnnn2C2CCCCC2)N2CCC3(CC2)C(=O)NCN3c2ccccc2)cc1 (configuration not stated)	x	-11	x	x
COC(=O)C[C@H]1CC[C@H]2NC[C@@H](O)COC[C@@H]2O1	x	-4	x	x
C=CCCC1(C2=CCCCC2)C(=O)NC(=O)NC1=O	x	-2	x	x
C[C@@H]1CN([C@H](C)CO)C(=O)CCCn2nncc2CO[C@H]1CN(C)C(=O)Oc1ccccc1	x	-3	x	x
CCC1CN1P(=O)(N1CCCC1)N1CC1CC (configuration not stated)	x	-7	x	x
Cc1noc(C)c1COc1ccc(C(=O)NCC2(N(C)C)CCCCC2)cc1	x	-6	x	x

Remaining list, next part.
Every second line gives: V1aR counter | GalR3 antagonist | GPR7 antagonist | OXTR ag
CC(C)C(O)(C(=O)OCC1=CCN2CCC(O)C12)C(C)O (configuration not stated)
 : x | -7 | x | x
Cc1nc2ccccn2c1P(=S)(c1ccccc1)c1ccccc1
 : x | -3 | x | x
CC[C@]12CCN(CC3(O)CC3)[C@H](Cc3ccc(O)cc31)C2(C)C
 : x | 2 | x | x
O=[N+]([O-])c1oc2ccc3ccccc3c2c1CCO
 : x | 2 | x | x
O=C(CF)N(O)c1ccc(C=Cc2ccccc2)cc1
 : x | 2 | x | x
NC(Cc1ccc(Cl)cc1)c1csc(Nc2cnccn2)n1 (configuration not stated)
 : x | -4 | x | x
CS(=O)(=O)c1ccc(C2=C(CNC(=O)c3cccs3)[C@H]3CC[C@@H](C2)N3Cc2ccco2)cc1
 : x | 0 | x | x
O=C(NC1CCCCC1)N1Cc2ccc(Br)cc2-n2nncc2C1
 : x | -7 | x | x
O=C1NC(=O)C(=Cc2ccco2)C(=O)N1
 : x | -4 | x | x
CC1([N+](=O)[O-])COP(=O)(Nc2ccccc2F)OC1 (configuration not stated)
 : x | 1 | x | x
CCOC(=O)c1cc2c(cn1)[C@H](CCO)NC2
 : x | -2 | x | x
Cc1cccc(C)c1-n1nnnc1C(c1ccccc1)N1CCC2(CC1)C(=O)NCN2c1ccccc1 (configuration not stated)
 : x | -7 | x | x
N#CC1c2ccccc2-n2nncc2CN1C(=O)c1ccccc1F (configuration not stated)
 : x | -8 | x | x
CC(=O)NCC1=C(c2cccc3ccccc23)C[C@@H]2CC[C@H]1N2Cc1ccco1
 : x | -5 | x | x
Cc1nc2cc(-c3ccc(Cl)cc3)nn2c(C)c1CCC(=O)N1CCC2(CC1)OCCO2
 : x | -3 | 1 | x
COC(=O)C1=C(c2cccc(Cl)c2)C[C@@H]2CC[C@H]1N2C(=O)NCC1CC1
 : 0.2 | 0 | x | -0.4
Oc1ccc2c3c1OC1c4oc5ccccc5c4C[C@@]4(O)[C@@H](C2)N(CC2CC2)CC[C@]314 (some centres not stated)
 : 2.4 | 0 | x | 2.8
COC(=O)C1=C(c2ccc(F)cc2OCc2ccccc2)C[C@@H]2CC[C@H]1N2C(=O)NCc1ccccc1
 : 2.6 | -9 | x | -0.2
COC(=O)C1=C(c2cccc(OCc3ccccc3)c2)C[C@@H]2CC[C@H]1N2C(=O)NCCCOC(C)C
 : -0.1 | 0 | x | -2.0
COC(=O)C1=C(c2ccc(OC)c(OC)c2)C[C@@H]2CC[C@H]1N2C(=O)NCc1cccc2ccccc12
 : -0.6 | -1 | x | -2.2
C[N+]1(C)C2CCC1CC(OC(=O)c1c[nH]c3ccccc13)C2 (configuration not stated)
 : 0.0 | -4 | x | -0.5
CCN(CC)c1ccccc1
 : 0.8 | -1 | x | 0.4
CN(C)CCSC1c2ccccc2CSc2ccccc21 (configuration not stated)
 : 3.1 | -5 | x | 7.1
COC(=O)C1=C(c2c(C)noc2C)C[C@@H]2CC[C@H]1N2C(=O)NCCOc1ccccc1Cl
 : 0.1 | -3 | x | -0.4
Cc1ccccc1-n1c(CNc2ccccc2)nc2ccccc2c1=O
 : -0.4 | -1 | x | 0.0
c1ccc(C2CC2)c(OCC2=NCCN2)c1
 : 1.8 | -5 | x | 0.9
N#C[C@H](O[C@@H]1O[C@H](CO[C@@H]2O[C@H](CO)[C@@H](O)[C@H](O)[C@H]2O)[C@@H](O)[C@H](O)[C@H]1O)c1ccccc1
 : 0.9 | -5 | x | 0.9
CC(=O)C1CCC2C3CCC4CC(O)CCC4(C)C3CCC12C (configuration not stated)
 : -0.1 | -4 | x | -1.0
COc1cc2c3cc1Oc1cc(ccc1O)C[C@@H]1c4c(cc(OC)c(O)c4Oc4cccc(c4)C[C@@H]3N(C)CC2)CC[N+]1(C)C
 : 1.9 | -3 | x | 1.4
S=C=Nc1cccc(C2(N3CCCCC3)CCCCC2)c1
 : 1.3 | -2 | x | -0.2
C[C@]12CCC3C(CC[C@H]4C[C@H](O)CC[C@]34C)C1[C@@H](O)C[C@@H]2O (some centres not stated)
 : -0.2 | -1 | x | 0.5
CC(C)Nc1ccc(Nc2ccccc2)cc1
 : -0.1 | -2 | x | -0.1
O=C(OC1CCN(CCCl)CC1)C(c1ccccc1)c1ccccc1
 : 1.8 | -4 | x | 0.6
COC(=O)C1=C(c2ccc(C(C)=O)cc2)C[C@@H]2CC[C@H]1N2C(=O)N1CCC(C)CC1
 : -1.5 | -6 | x | -1.4
C=CCN1C[C@@H](C)N(C(c2ccc(C(=O)N(CC)CC)cc2)c2cccc(OC)c2)C[C@@H]1C (some centres not stated)
 : 0.9 | -1 | x | 0.3
O=C(Cc1ccccc1)OCC(=O)N1CCN(S(=O)(=O)c2ccc(Cl)cc2)CC1
 : 0.1 | -3 | x | 0.0
Nc1cc(Cl)cc(Cl)c1
 : 0.7 | -2 | x | 0.2
Brc1ccc(Oc2cc(Br)c(Br)cc2Br)c(Br)c1
 : 0.3 | 0 | x | 0.7
COC(=O)C1=C(c2cccc(OCc3ccccc3)c2)C[C@@H]2CC[C@H]1N2C(=O)NCc1ccccc1OC
 : 1.2 | -2 | x | 0.4
C[C@]12CCC3C(CC[C@H]4C[C@H](O)CC[C@]34C)C1C[C@H](O)[C@@H]2O (some centres not stated)
 : 2.0 | -7 | x | 2.3
O=P(Oc1ccccc1)(Oc1ccccc1)C(O)c1ccc(Cl)cc1 (configuration not stated)
 : 0.1 | -10 | x | 0.6
COC(=O)C1=C(c2ccccc2OCc2ccccc2)C[C@@H]2CC[C@H]1N2C(=O)NCc1ccccc1
 : 2.2 | -8 | x | -0.6
CN1C(=O)C(c2ccccc2)C(=O)N(C)C1=O
 : -0.1 | 3 | x | 0.6

Sorted by formula weight (falling): some entries from above.
Every second line gives: V1aR counter | GalR3 antagonist | GPR7 antagonist | OXTR ag
O=C(Cc1ccccc1)OCC(=O)N1CCN(S(=O)(=O)c2ccc(Cl)cc2)CC1
 : 0.1 | -3 | x | 0.0
CN(C)CCSC1c2ccccc2CSc2ccccc21 (configuration not stated)
 : 3.1 | -5 | x | 7.1
CCN(CC)c1ccccc1
 : 0.8 | -1 | x | 0.4

Some of the compounds tested; count on the stated rates, not on these rows.
